Source: PubChem BioAssay (Broad Institute)
Cneo AK release – causes C. neoformans cell lysis. actives 0.2% (n = 360,000). adenylate kinase release luminescence, 4 h; normalised: neutral wells 0, clomiphene wells 100. lysis activity, % at 15 µM;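 active = mean lysis activity across replicates of at least 80%, whatever share of replicates individually reach that level; inactive = mean lysis activity below 80%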
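Material: C. neoformans cells | Amount: Yeast cell density of 5 × 10^6 cells/mL | Medium: Fresh YPD growth medium | Dosing: Single dose | Times: Static 4 h at 37 °C with compound, 1 h detection | Detection: AK luminescence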
miR122 inh – blocks miR-122 activity in Huh7 sensor cells. Huh7 miR-122 Renilla luciferase sensor, 48 h; neutral wells = 0, positive control = 100. activation (reporter increase), % at 12.5 µM. actives 0.3% (n = 340,000);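 active = mean replicate activation score at least 90 and every replicate individually at or above 90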;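 also: higher luciferase means less miR-122 activity so hits act as miR-122 inhibitors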
SIRT5 block – blocks human SIRT5 desuccinylation of peptide. inhibition, % at 15 µM. actives 1.1% (n = 330,000). Purified SirT5, succinyl-peptide AMC, trypsin-coupled fluorescence. Q9NXA8; in the data active = inhibition above about 15%
Target sequence (Q9NXA8 whole entry, looked up): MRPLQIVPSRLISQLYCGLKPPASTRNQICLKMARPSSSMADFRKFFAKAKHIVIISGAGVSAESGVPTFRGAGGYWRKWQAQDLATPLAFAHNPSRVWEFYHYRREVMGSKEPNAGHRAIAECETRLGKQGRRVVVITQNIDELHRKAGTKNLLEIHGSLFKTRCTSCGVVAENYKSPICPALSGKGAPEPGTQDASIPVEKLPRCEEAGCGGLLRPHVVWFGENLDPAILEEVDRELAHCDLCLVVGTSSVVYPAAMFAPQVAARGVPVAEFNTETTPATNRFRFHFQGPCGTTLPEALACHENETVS
C2C12 statin – suppressors of simvastatin-induced myotoxicity in C2C12 myotubes. actives 0.78% (n = 330,000). ATP luminescence, 48 h; scaled: DMSO 0, geranylgeraniol control 100. rescue of ATP level, % at 7.49 µM. AID 602340;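 active = mean ATP rescue above about 67%, or every replicate alone reaching that limit, limit read from the data, passing the limit was not always enough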;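 also: myotubes were challenged with 10 µM simvastatin during compound exposure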
esBAF inh – inhibitors of esBAF chromatin remodeling in mouse ES cells; AID 602393; Bmi1-luciferase knock-in reporter, 24 h; 100% = twice the neutral-well signal; actives 2% (n = 350,000); reporter increase, % at 12.5 µM; in the data active = activation above about 40%;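 also: 0% = median of the plate's neutral control wells and 100% = double that signal; a rise in the Bmi1 reporter signal indicates esBAF inhibition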
ARNT-TACC3 inh – ARNT/TACC3 interaction disruption; AlphaScreen His-ARNT PAS-B/GST-TACC3 binding, luminescence; TACC3 fragment carries E629A point mutation; inhibition, % at 9.99 µM; actives 0.66% (n = 390,000);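 active = mean inhibition of replicates at least 50% and at least half of replicates each reaching 50%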;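 also: 0% = complete ARNT plus TACC3 wells and 100% = ARNT alone without TACC3; many hits fall short of the cut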
ERp5 block – blocks human ERp5 reductase activity on insulin. Q15084. ERp5 insulin aggregation, absorbance 650 nm, 90 min. inhibition, % at 9.99 µM. actives 0.05% (n = 350,000). AID 651711;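 active = mean replicate inhibition above about 25%, with every replicate also reaching it, limit read from the data, passing the limit was not always enough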
Target sequence (Q15084 whole entry, looked up): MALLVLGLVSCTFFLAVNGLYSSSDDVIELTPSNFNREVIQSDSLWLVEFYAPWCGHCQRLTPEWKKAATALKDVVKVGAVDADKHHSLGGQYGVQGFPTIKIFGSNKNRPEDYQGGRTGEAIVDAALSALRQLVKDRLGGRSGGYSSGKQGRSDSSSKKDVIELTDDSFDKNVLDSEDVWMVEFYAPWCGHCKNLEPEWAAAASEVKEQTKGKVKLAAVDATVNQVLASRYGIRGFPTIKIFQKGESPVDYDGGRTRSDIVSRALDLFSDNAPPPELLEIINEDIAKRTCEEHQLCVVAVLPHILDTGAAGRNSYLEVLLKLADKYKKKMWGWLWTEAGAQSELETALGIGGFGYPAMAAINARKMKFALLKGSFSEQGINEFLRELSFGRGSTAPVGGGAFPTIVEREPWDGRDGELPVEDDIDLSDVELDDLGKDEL
An asterisk follows results filed as active; . = not tested or not shown; [ ] = dose if it differs, or a comment.

structure	Cneo AK release	miR122 inh	SIRT5 block	C2C12 statin	esBAF inh	ARNT-TACC3 inh	ERp5 block
COc1ccc(CN2C(=O)c3ccccc3C2=O)cc1	-4	6	-5	-2	0	-5	-1
Cc1ccc(S(=O)(=O)N2CCN(C(=O)C(C)Cn3cncn3)CC2)cc1 (configuration not stated)	1	1	-1	-25	-6	10	5
CNC[C@@H]1OCCCC[C@H](C)Oc2ccc(NS(C)(=O)=O)cc2C(=O)N([C@@H](C)CO)C[C@@H]1C	37	20[16.7 µM]	5	-21	-36	-7	0
COc1ccc(OC)c(NC(=O)N[C@H](Cc2ccccc2)C(=O)NN)c1	.	.	-2	.	.	-7	5
OC[C@H]1[C@H](c2ccc(-c3ccccc3F)cc2)[C@H]2CN(Cc3cncnc3)CCCCN21	1	5[16.7 µM]	1	-6	-3	-4	3
O=C(CN1C(=O)C2C3C=CC(C3)C2C1=O)OCC(=O)c1ccc([N+](=O)[O-])cc1 (configuration not stated)	-7	-2	3	9	-5	.	1
CN(C)Cc1cccc([N+](=O)[O-])c1O	0	0	-6	-1	0	1	-9
N#C[C@H]1[C@@H](c2ccc(-c3ccccc3F)cc2)[C@@H](CO)N1C(=O)Cc1ccccc1	-1	.	0	1	2	8	1
CCOC(=O)c1[nH]cnc1C(=O)Nc1ccccn1	0	.	.	16	-9	6	.
COCC#Cc1ccc2c(c1)O[C@@H](CN(C)Cc1ccccc1F)[C@@H](C)CN([C@H](C)CO)S2(=O)=O	1	-2[16.7 µM]	7	5	-2	-1	3
Cc1cccc(NC(=S)NC2CC3CCCC(C2)N3Cc2cccs2)c1 (configuration not stated)	2	.	.	-7	-30	26	.
CCSC1=C(C#N)C2(CCCC2)C(C#N)=C(N)N1	3	0	.	-13	1	-2	.
CO[C@@H]1CN(C)C(=O)c2cc(NS(C)(=O)=O)ccc2OC[C@@H](C)N(S(=O)(=O)CC(F)(F)F)C[C@H]1C	0	-1[16.7 µM]	-1	7	2	32	0
O=C(Cc1ccccc1[N+](=O)[O-])OCC(=O)c1c[nH]c2ccccc12	.	.	-4	.	.	4	-4
O=S1(=O)N=C2CCCCCN2C(c2ccc(Cl)cc2)N1 (configuration not stated)	.	.	-1	.	.	-2	0
CCCCN(C(=O)C1CCN(C(=O)c2ccccc2C)CC1)c1c(N)n(CCCC)c(=O)[nH]c1=O	2	-5	0	.	.	-4	0
C[C@@H]1CCCCO[C@@H](CN(C)C(=O)c2ccncc2)[C@H](C)CN([C@H](C)CO)C(=O)c2cc(NC(=O)NC3CCCCC3)ccc2O1	-2	-5[16.7 µM]	.	.	4	-6	.
Cc1ccc(C)c(OCC(=O)Nc2nonc2NC(=O)COc2cc(C)ccc2C)c1	6	-29	.	0	-4	-5	.
CCSc1nnc(NC(=O)CSc2nccn2-c2cccc(C)c2)s1	3	0	.	0	3	-18	.
O=C(NC1CC2CCCC(C1)N2Cc1ccccc1)c1cccc(F)c1 (configuration not stated)	5	3	-4	4	-1	2	3
CS(=O)(=O)NCCSCc1c(Cl)cccc1Cl	2	-4	.	8	-3	-12	.
Nc1cccc2c1C(=O)N(c1ccccc1)C2=O	-2	-1	.	-6	9	-11	0
O=C(CN1CCOCC1)NCC[C@@H]1CC[C@H](NC(=O)Cc2ccccn2)[C@H](CO)O1	-1	.	5	-6	-1	-6	1
Cc1cc(C)c(C#N)c(SCc2ccc3c(c2)OCO3)n1	-7	4	.	2	-2	-7	.
CCC(=O)N(C)C[C@@H]1Oc2cc(C#CC(C)C)ccc2S(=O)(=O)N([C@H](C)CO)C[C@@H]1C	-4	-5[16.7 µM]	-1	-1	2	-7	-7
CN1CCN(S(=O)(=O)c2cccc(C(=O)O)c2)CC1	0	-4	-6	-9	-7	-1	2
COc1ccc(S(=O)(=O)N2CCCCCC2)cc1C(=O)N(C)Cc1c(F)cccc1Cl	-1	.	4	-5	-1	1	-7
CC(=O)c1ccc(OCc2cc(C(=O)N(C)Cc3ccccn3)no2)cc1	-3	-4	0	4	104*	0	1
CCCCCNC(=O)C1CC=CCC1C(=O)O (configuration not stated)	-1	7	.	125*	-4	-5	.
N#Cc1ccccc1NC(=O)Nc1ccc(Cl)cc1	-5	4	.	-14	7	.	.

Single records, from the list above. Values in the order: Cneo AK release, miR122 inh, SIRT5 block, C2C12 statin, esBAF inh, ARNT-TACC3 inh, ERp5 block
Nc1cccc2c1C(=O)N(c1ccccc1)C2=O reads -2, -1, ., -6, 9, -11, 0
CCC(=O)N(C)C[C@@H]1Oc2cc(C#CC(C)C)ccc2S(=O)(=O)N([C@H](C)CO)C[C@@H]1C reads -4, -5[16.7 µM], -1, -1, 2, -7, -7

Further results follow:
structure	Cneo AK release	miR122 inh	SIRT5 block	C2C12 statin	esBAF inh	ARNT-TACC3 inh	ERp5 block
CC(C)NC(=O)N(C)C[C@H]1Oc2ccc(NC(=O)Cc3ccccc3)cc2C(=O)N([C@@H](C)CO)C[C@@H]1C	-3	5[16.7 µM]	-3	-7	-1	28	-1
CC(C)NC(=O)N[C@@H]1CC[C@H](CCNS(=O)(=O)c2ccc(F)cc2)O[C@@H]1CO	2	.	-2	4	-2	5	2
Cc1noc(C)c1S(=O)(=O)Nc1ccc2c(c1)CC(=O)N([C@H](C)CO)C[C@H](C)[C@H](CN(C)Cc1ccncc1)O2	-1	3[16.7 µM]	20*	-26	3	-3	-1
NC(=NCc1ccccc1)C(N=Nc1ccccc1)C(=O)NCc1ccccc1 (configuration not stated)	6	-2	-3	-13	1	2	6
COc1ccc(-c2ccc(SCC(=O)Nc3cc(C)on3)nn2)cc1OC	-3	-1	.	7	15	1	.
C=CCNC(=O)N[C@@H](Cc1ccccc1)C(=O)OC	9	2	-2	.	.	6	-5
COc1ccccc1N1CC(C(=O)NC2CCCCCC2)CC1=O (configuration not stated)	1	-3	-4	-5	12	-10	3
C[C@@]12CCC=C[C@H]1[C@H](c1ccc(/C=C/c3ccccc3)cc1F)N(Cc1ccccc1)C2=O	1	-4	.	17	12	3	16
CO[C@H]1CN(C)C(=O)c2cc(NC(=O)C3CCCC3)ccc2OC[C@H](C)N(C(C)=O)C[C@@H]1C	-2	-21[16.7 µM]	.	-17	-5	-8	.
Cc1ccc(S(=O)(=O)NCC(=O)N(CC2CCCO2)C(C(=O)NCC2CCCO2)C(C)C)cc1 (configuration not stated)	2	-1	-2	1	-1	-8	-3

SIRT5 block, entries above that show a hit.
Compound	miR122 inh	SIRT5 block	esBAF inh	ARNT-TACC3 inh	ERp5 block
Cc1noc(C)c1S(=O)(=O)Nc1ccc2c(c1)CC(=O)N([C@H](C)CO)C[C@H](C)[C@H](CN(C)Cc1ccncc1)O2	3[16.7 µM]	20*	3	-3	-1

Following part
structure	Cneo AK release	miR122 inh	SIRT5 block	C2C12 statin	esBAF inh	ARNT-TACC3 inh	ERp5 block
CC1(C)OC(=O)C2=C(C[C@@H](CCC(F)(F)F)O[C@H]2c2ccc(F)cc2)O1	1	3	-2	-10	-5	.	-6
Cn1cnc(S(=O)(=O)N[C@H]2CC[C@H](CC(=O)N3CCN(c4ccccc4)CC3)O[C@H]2CO)c1	1	-17[16.7 µM]	8	-8	-1	6	0
CCOc1ccccc1Oc1nc(-c2ccccc2O)nc2ccccc12	-1	-4	-1	-3	-5	-8	2
COc1ccc(C2c3c(oc4ccccc4c3=O)C(=O)N2c2ccc(C)cn2)cc1OC (configuration not stated)	4	.	.	4	12	0	7
Cc1cc(C)c(S(=O)(=O)N2CCOC2CNC(=O)C(=O)NCCc2ccc(S(N)(=O)=O)cc2)c(C)c1 (configuration not stated)	1	-11	0	5	-7	4	8
O=C1OC(N2C(=O)CC[C@H]2C(=O)Nc2ccc(F)c(F)c2)c2ccccc21 (some centres not stated)	-2	-2	.	9	3	-1	-9
CC(C)c1cccc(-c2ccc3c(c2)S(=O)(=O)c2cccc(C(=O)O)c2C3=O)c1	-3	2	5	-5	6	-2	-11
O=C(C[C@H]1C[C@H]2c3cc(NC(=O)c4ccc5c(c4)OCO5)ccc3O[C@H]2[C@H](CO)O1)NC1CCCCC1	0	10[16.7 µM]	-5	4	-3	1	-3
Cc1ccc(C)c(Cn2nnc3c(=O)[nH]c(C(=O)NCC4CCCO4)nc32)c1 (configuration not stated)	1	-1	.	.	-12	1	.
CC(=O)N1CCc2c(sc(NC(=O)CCS(=O)(=O)c3ccc(C)cc3)c2C(N)=O)C1	1	-4	0	10	-7	0	5
O=C(Cn1c(=S)nc2ccccn21)N1CCc2ccccc2C1	-1	-3	.	10	27	.	.
O=C(CCc1ccccc1)Nc1ccc(S(=O)(=O)Nc2nccs2)cc1	-1	.	-2	1	-6	22	2
COc1ccccc1-c1ccc2c(c1)[C@H]1[C@H](CCN1S(=O)(=O)c1ccccc1F)[C@@H](CO)N2	13	45[16.7 µM]	5	6	-8	27	4
COc1ccc(CN2C(=O)C(CC(=O)NCc3cccc4ccccc34)CC(C(=O)N3CCOCC3)=C2C)cc1 (configuration not stated)	.	-2	0	-3	-1	.	0
CC(=O)N1c2ccc(S(=O)(=O)N3CCCC(C(=O)NCc4ccccc4)C3)cc2CC1C (configuration not stated)	1	-2	4	.	1	-5	4
CC12CCC(c3c(CO)nn(-c4ccccc4)c31)C2(C)C (configuration not stated)	-1	12	.	-17	-5	-1	.
CC(NC(=O)COC(=O)c1ccc2c(c1)OCO2)c1ccccc1 (configuration not stated)	.	.	-1	.	.	-4	-1
O=C(O)CCC(=O)Nc1ccccc1C(=O)NCc1ccco1	0	9	.	.	-7	5	.
COc1ccc(NC(=O)Nc2ccc3c(c2)C(=O)N([C@H](C)CO)C[C@@H](C)[C@H](CN(C)C(=O)Nc2ccccc2)O3)cc1	-1	-5[16.7 µM]	-2	9	-1	-5	-5
COc1ccc(CNC(=O)c2ccc(CS(=O)(=O)Cc3ccccc3F)o2)cc1	0	-5	1	3	-4	-1	-3
Cc1cccc(C(=O)NCC(c2ccco2)N(C)C)c1 (configuration not stated)	2	-4	-5	1	2	-1	4
S=C(Nc1ccccc1Cl)N1CCC(c2ccccc2)C1 (configuration not stated)	.	.	7	.	.	0	2
NC(=O)C1CCCN(C(=O)c2ccc3oc(Cc4ccc(Cl)cc4)nc3c2)C1 (configuration not stated)	-1	6	-1	14	4	-7	5
Cc1ccc(C)c(S(=O)(=O)N2CCN(C(=O)/C=C/c3ccco3)CC2)c1	1	.	4	3	5	-1	6
C[C@H]1CCCCO[C@@H](CN(C)Cc2ccccc2)[C@@H](C)CN([C@@H](C)CO)C(=O)c2cc(NC(=O)Nc3ccc4c(c3)OCO4)ccc2O1	3	-6[16.7 µM]	5	-21	0	28	2
CN(C)c1ccc(-c2cc(NC=O)c3ncc(-c4ccc(F)c(Cl)c4)n3c2)cc1	0	-2	0	-16	0	.	-4
C[C@@H]1CN([C@@H](C)CO)C(=O)Cc2cc(NC(=O)C3CC3)ccc2O[C@@H]1CN(C)S(=O)(=O)c1ccccc1	0	3[16.7 µM]	-4	0	-2	1	-7
Cc1cc(C(=O)NNC(=O)c2cccc(S(=O)(=O)N3CCOCC3)c2)c2ccccc2n1	-2	-1	-3	0	-1	12	-9
C[C@@H]1CCCCO[C@H](CN(C)C)[C@@H](C)CN([C@H](C)CO)C(=O)c2cc(NC(=O)NC3CCCCC3)ccc2O1	-2	14[16.7 µM]	-2	8	0	-20	-2
COc1ccccc1C(=O)Nc1ccc(OCC(=O)N2CC(C)CC(C)C2)cc1 (configuration not stated)	-10	-1	2	6	10	-8	5

Ordered by length of the SMILES (rising): some entries from above.
structure	Cneo AK release	miR122 inh	SIRT5 block	C2C12 statin	esBAF inh	ARNT-TACC3 inh	ERp5 block
NC(=NCc1ccccc1)C(N=Nc1ccccc1)C(=O)NCc1ccccc1 (configuration not stated)	6	-2	-3	-13	1	2	6
NC(=O)C1CCCN(C(=O)c2ccc3oc(Cc4ccc(Cl)cc4)nc3c2)C1 (configuration not stated)	-1	6	-1	14	4	-7	5
Cc1cc(C(=O)NNC(=O)c2cccc(S(=O)(=O)N3CCOCC3)c2)c2ccccc2n1	-2	-1	-3	0	-1	12	-9
